HSF-1 act: HSF-1 activators, primary screen, NIH3T3-HGL cells, MG132 stress, luminescence, single point; NIH3T3-HGL HSF-1 luciferase reporter, 8 h; 100% = twice DMSO control signal; activation, % at 9 µM; hit rate 1.7% among 300,000;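 active = mean replicate activation of at least 50% with a set share of replicates each reaching 50%; inconclusive = only one of those two conditions met; inactive = mean below 50% and too few replicates reaching it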;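 note: 0% = median of the neutral control wells and 100% = twice that signal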
KLF5 inhibitor: KLF5 expression inhibitors, primary screen, DLD-1 cells, luminescence | DLD-1 KLF5 promoter-luciferase reporter | inhibition, % at 5 µM | hit rate 0.23% among 290,000 | AID 1700, 2009;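 active = inhibition above a per-plate limit of that plate's mean compound inhibition plus 3 SD, cut at about 60% in these data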;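 note: 0% = DMSO wells and 100% = LY294002 at 200 µM; higher means less KLF5 promoter-driven luciferase light; inactives centre near -14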
HSP90 refold inh: HSP90 inhibitors, primary screen, cell lysate, luminescence. hit rate 0.91% among 290,000. Rabbit reticulocyte lysate, luciferase refolding luminescence, 3 h. inhibition, % at 5.6 µM. Heat shock protein HSP 90 (rabbit reticulocyte lysate; luciferase refolding);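 active = inhibition above the screen-wide mean plus 3 SD, computed separately per campaign, cut at about 16% in these data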;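 note: 0% = DMSO wells and 100% = 60 µM geldanamycin wells; inhibitors lower the luminescence because luciferase stays unfolded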
AI-2 QS mod: Vibrio harveyi AI-2 quorum sensing modulators, primary screen, JMH597 strain, luminescence/OD600 ratio; Vibrio harveyi JMH597 AI-2 luminescence/OD600 ratio, 9 h; stronger effect = lower value; strain lacks LuxN and CqsS sensors; 0 = neutral-control median; activity change, % at 7.5 µM; hit rate 0.4% among 300,000; AID 2094, 2009; in the data active = activity change below about -75%, passing the limit was not always enough; inconclusive = no clear call, values can overlap the other calls;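 note: luminescence divided by OD600 gain over 9 h not by final OD600 alone; inactives centre near 13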
Platelet DG rel: inhibitors of platelet dense granule secretion, primary screen, cell-based, MLPCN, human platelets | human platelet-rich plasma, SFLLRN dense granule ATP release, luminescence | hit rate 0.22% among 300,000 | inhibition, %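 (compounds screened at 7.5 µM in platelet-rich plasma)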 | AID 1663, 2009;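 active = mean replicate score, as percent of positive control, at or above 50; inconclusive = mean below 50 but at least one replicate at or above 50; inactive = mean and every replicate below 50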
aSyn UTR inh: MLPCN primary screen, SNCA 5' untranslated region. alpha-synuclein 5'UTR reporter, inhibitor activity. inhibition, % (tested at 7.5 µM). hit rate 0.82% among 300,000. AID 1813, 2009; in the data active = inhibition above about 60%; inconclusive = no clear call, values can overlap the other calls;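 note: H4 neuroglioblastoma cells stably carrying SNCA 5'UTR luciferase fusion; 0% = DMSO wells and 100% = positive control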
HDAC3 inh: HDAC3 deacetylase inhibitors, primary screen, biochemical, fluorescence, cell-free homogeneous. inhibition, % at 8.3 µM. AID 2718, 2010. recombinant HDAC3, fluorogenic peptide/trypsin coupled. hit rate 0.15% among 320,000. Histone deacetylase 3 (Homo sapiens), O15379; in the data active = inhibition above about 26%, passing the limit was not always enough; inconclusive = no clear call, values can overlap the other calls
Target sequence (O15379 whole entry, looked up): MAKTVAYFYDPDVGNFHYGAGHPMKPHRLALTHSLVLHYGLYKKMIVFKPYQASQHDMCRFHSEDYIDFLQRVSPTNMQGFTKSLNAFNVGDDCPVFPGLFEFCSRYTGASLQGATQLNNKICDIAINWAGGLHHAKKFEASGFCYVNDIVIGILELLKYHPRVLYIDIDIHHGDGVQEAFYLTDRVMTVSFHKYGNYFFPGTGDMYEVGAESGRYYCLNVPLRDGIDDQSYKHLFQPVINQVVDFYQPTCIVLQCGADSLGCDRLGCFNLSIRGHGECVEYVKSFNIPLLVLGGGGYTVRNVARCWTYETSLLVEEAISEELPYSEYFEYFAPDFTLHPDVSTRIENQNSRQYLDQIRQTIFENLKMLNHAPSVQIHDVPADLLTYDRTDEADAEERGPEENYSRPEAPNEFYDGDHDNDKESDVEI
IEC-6 tox: cytotoxicity in IEC-6 intestinal epithelial cells, primary screen, cytotoxicity control for KLF5 inhibitor project, cell-based, luminescence; IEC-6 cytotoxicity, luminescence viability; hit rate 0.78% among 290,000; AID 1825, 2009; inhibition, % at 5 µM; in the data active = inhibition above about 22%;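 note: 0% = plate median of test compound wells and 100% = cytotoxic reference compound wells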
HIF activator: HIF pathway transcriptional activators, primary screen, cell-based, U2OS HRE-luciferase, luminescence | AID 1910, 2009 | U2OS HRE-luciferase reporter; normalized: DMSO 0%, desferrioxamine 100% | activation, % at 7.5 µM (by protocol) | hit rate 0.32% among 300,000;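 active = mean activation of at least 10% of the iron chelator positive control signal, with at least half of replicates also reaching 10%; inconclusive = mean and replicate majority disagree about reaching 10%; inactive = mean and most replicates under 10%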
HSF1 inhib: HSF1 inhibitors in luciferase reporter cells, primary screen, cell-based, NIH3T3, luminescence. activity change, negative = inhibition, % at 7.5 µM (by protocol). NIH3T3-HGL HSE-luciferase, MG132-induced, luminescence 8 h; stronger effect = lower value. AID 2098, 2009. hit rate 0.77% among 300,000;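 active = more than half of replicate wells show activity change below -50%, luminescence cut by over half; inconclusive = some wells, but at most half, below -50%; inactive = no replicate well below -50%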;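 note: luciferase reports HSF-1 transcriptional activity via heat shock element; 0% = median of DMSO wells and -100% = zero luminescence signal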
* marks the source's active call; other numbers are inactive results; ? = inconclusive; . = no result given.

SMILES	HSF-1 act	KLF5 inhibitor	HSP90 refold inh	AI-2 QS mod	Platelet DG rel	aSyn UTR inh	HDAC3 inh	IEC-6 tox	HIF activator	HSF1 inhib
CC1CCCCN1C(=O)c1ccccc1NC(=O)c1ccco1 (stereo not drawn)	-1	-19	1	-1	-4	-11	-3	1	-0.1	-11
COc1ccc(OCC(=O)N/N=C2\CCCCc3ccccc32)cc1	1	-30	-3	-26	-5	20	6	0	-0.3	-1
COCc1cc(C)n(CC(=O)Nc2ccc(N3CCOCC3)c(Cl)c2)c(=O)c1C#N	4	-17	-3	31	-1	-4	-1	6	-0.1	-2
O=C(N/N=C/c1ccc(-c2ccc([N+](=O)[O-])cc2)o1)c1cccnc1	10	-14	3	58	0	13	-13	5	-0.3	3
COc1ccc(C2/C(=C(\O)c3ccc4c(c3)OCCO4)C(=O)C(=O)N2CCCn2ccnc2)cc1 (stereo not drawn)	-20	-11	1	14	7	-6	-1	3	-0.2	0
O=C(CN1C(=O)NC2(CCOc3ccccc32)C1=O)c1ccc[nH]1 (stereo not drawn)	-12	.	.	0	-3	11	-3	.	0.1	-2
Cc1cc(OCC(O)CN(C)C(=O)C(C)Oc2ccccc2)ccc1Cl (stereo not drawn)	-3	4	0	10	-5	11	3	-1	-1.7	1
CC(=O)Nc1cccc(C(=O)Oc2cccc(C)c2)c1O	4	-45	1	10	6	-5	7	4	-0.1	0
COCCNC(=O)NC(=O)COC(=O)Cc1ccc2c(c1)OCCO2	1	-31	0	6	3	14	-4	-4	0.4	-7
Cc1ccc(C)c(NC(=S)NC(C)C(c2ccccc2)N2CCN(C)CC2)c1 (stereo not drawn)	-7	-2	-2	34	1	-13	-3	2	-0.4	-3

Overlap with the part before: 2 compounds, followed by the next part.
SMILES	HSF-1 act	KLF5 inhibitor	HSP90 refold inh	AI-2 QS mod	Platelet DG rel	aSyn UTR inh	HDAC3 inh	IEC-6 tox	HIF activator	HSF1 inhib
COCCNC(=O)NC(=O)COC(=O)Cc1ccc2c(c1)OCCO2	1	-31	0	6	3	14	-4	-4	0.4	-7
Cc1ccc(C)c(NC(=S)NC(C)C(c2ccccc2)N2CCN(C)CC2)c1 (stereo not drawn)	-7	-2	-2	34	1	-13	-3	2	-0.4	-3
COc1cc(C(=O)NCCNc2nc3cc(C)ccc3cc2C#N)cc(OC)c1OC	-9	-23	2	7	0	11	0	-3	-0.1	-1
O=C(CCl)c1ccc2c(c1)CCN2C(=O)C1CCCCC1	71*	-46	-1	13	7	-10	3	0	3.2	52
CCN(c1ccccc1)S(=O)(=O)c1ccc(OC)c(NS(=O)(=O)c2cccs2)c1	29	-3	6	-2	-11	2	2	13	-0.4	18
Cc1cc(C)n(-c2ccc(C(=O)OCC(=O)Nc3ccc(S(=O)(=O)N4CCCCC4)cc3)cc2)n1	19	-31	0	19	4	8	2	-1	0.4	-1
COc1ccc(C)cc1NC(=O)CSc1nnc(-c2cc(C)[nH]n2)n1N	8	-30	-6	17	-13	-2	-4	-6	-0.4	11
CC(C)c1c(C(=O)N/N=C/c2c[nH]c3ccccc23)nnn1-c1nonc1N	14	-30	1	28	-10	-11	2	7	-1.4	7
COC(=O)c1ccccc1NC(=O)C/C(C)=N/NC(=O)Cc1ccc(Cl)cc1	15	-25	-2	5	-4	13	-3	6	0.1	3
COc1ccc(O)c(/C=N/Nc2nc3ccccc3[nH]2)c1	236*	-95	6	19	6	-81	6	11	0.9	179
Cc1ccc2nc(N3CCN(C(=O)CCCC(=O)O)CC3)nc(-c3ccccc3)c2c1	-3	-17	3	15	10	1	-10	0	2.6	10
O=C(C1CC1c1ccccc1)N1CCOCC1 (stereo not drawn)	-10	-26	2	31	-2	-17	4	1	-0.8	6
O=C(O)c1ccc(NC(=O)C(c2ccccc2)c2ccccc2)cc1	9	-22	3	31	6	0	-1	3	0.8	1
Cc1ccc(NC(=O)/C=C/c2cccc([N+](=O)[O-])c2)nc1	-4	1	1	3	-2	-30	-3	4	0.1	12
Cc1ccc2cc(C#N)c(SCC(=O)NCC3CCCO3)nc2c1 (stereo not drawn)	0	-24	-3	22	-11	-20	-1	5	-0.6	-1
Cc1ccc(Cc2nnc3n(-c4ccccc4)nc(C(=O)c4ccccc4)n3c2=O)cc1	17	-10	-1	29	1	42	6	3	0.3	5
COc1ccc(OCC(=O)OC(C)CN2CCCCC2)cc1 (stereo not drawn)	-4	-42	4	.	2	11	-8	-1	-0.5	-5
COc1ccc(OC(C)C(=O)N2CC(C)OC(C)C2)cc1 (stereo not drawn)	11	-1	0	13	-1	-10	0	6	-0.3	6
CCc1nc(SCC(=O)NC2CC2)c2c(C)c(C)sc2n1	18	-19	2	-5	4	40	3	8	-0.6	6
COc1cc(/C=N/NC(=O)c2ccc(CSc3nncn3C)cc2)ccc1OCC(=O)N1CC(C)OC(C)C1 (stereo not drawn)	-4	-33	-1	8	-10	-1	-4	3	-0.7	-2
COc1ccc(C(CNC(=O)c2ccco2)N2CCCCC2)cc1 (stereo not drawn)	-2	-28	0	14	-3	-35	1	-5	0.1	0
COc1ccc(CCNC(=O)CN(Cc2ccc(Cl)cc2)S(C)(=O)=O)cc1OC	2	5	-1	-1	-5	9	1	2	0.2	-1
Cc1ccsc1/C=N/NC(=O)CSCc1ccc(Cl)cc1	3	22	5	16	-1	11	0	4	-0.4	-7
NC(=O)[C@@H]1CCCN1Cc1nc(Cc2ccccc2Cl)no1	-15	-13	2	17	0	10	-2	0	0.2	-4
CCc1nnc(NC(=O)c2ccc(S(=O)(=O)N3CCc4ccccc4C3)cc2)s1	-13	-22	0	36	14	6	-2	4	-0.2	-1
CCCCNC(=O)C(Sc1ccccc1)c1ccccc1 (stereo not drawn)	-4	-13	-4	9	6	20	9	2	-0.6	2
COc1ccc(S(=O)(=O)NCC2CCCN(C(=O)C3CCCC3)C2)cc1 (stereo not drawn)	-70	-3	-3	10	11	-12	-7	-5	1.1	-62*
CCOC(=O)c1c(C)[nH]c(C(=O)CSc2nc3ccccc3o2)c1C	9	-5	3	1	16	-57	-1	-1	0.5	-6
CSc1nc(N2CCN(Cc3ccc4c(c3)OCO4)CC2)c2ccccc2n1	15	-9	4	29	0	7	1	-8	0.6	16
CCNC(=S)N1CCC(C(=O)c2ccc3c(c2)OCCO3)CC1	5	-7	0	2	-3	-13	-1	-6	0.5	-5
CCc1ccc(NC(=O)NCc2ccccn2)cc1	15	-22	2	14	3	-33	2	5	1.4	0
CCOC(=O)CC1(NC(=O)c2cc(COc3ccc(F)c(F)c3)on2)CCCCC1	8	-24	-4	12	-7	-1	1	4	-0.7	1
Cc1ccnc(NC(=O)c2c(-c3ccccc3Cl)noc2C)c1	21	-21	3	5	7	-1	5	4	1.0	3
COc1cc(NC(=O)N[C@H](C(=O)O)C(C)C)cc(OC)c1	5	-14	-1	36	5	10	-5	-6	-0.6	1
CCOC(=O)c1sc(NC(=O)COC(=O)C(CCSC)NC(C)=O)nc1C (stereo not drawn)	36	-22	0	13	-2	6	4	4	0.0	1
COc1ccccc1C1CCN(Cc2cccc([N+](=O)[O-])c2)CC1	-9	-17	3	10	3	5	1	-6	-0.2	1
CC(OC(=O)c1ccc2c(=O)n3c(nc2c1)CCCCC3)C(=O)Nc1ccc(Cl)cn1 (stereo not drawn)	16	5	4	20	12	-21	3	0	0.1	-4
CCOC(=O)c1c(CN2CCC(C)CC2)oc2ccc(OC)cc12	-14	-8	-4	26	-4	52	?	6	-1.2	-4
Cc1cccc(OCCCn2ccnc2)c1	6	7	-2	12	9	-12	-3	-2	0.3	-10
CC(c1ccccc1)n1cc(C(=O)NCc2ccncc2)nn1 (stereo not drawn)	-1	-13	12	-5	14	3	-6	-1	1.3	2
CN(C)S(=O)(=O)N1CCC(CO)(CCc2ccccc2)CC1	10	-32	-5	19	2	4	-6	-7	-0.5	2
COc1ccc(CC(=O)N2CCc3cc(OC)c(OC)cc3C2O)cc1OC (stereo not drawn)	-2	-23	-2	8	2	-2	-6	-2	-1.6	-5
CC(=O)N1CCOc2ccc(S(=O)(=O)N3CCN(c4cc(C)ccc4C)CC3)cc21	-1	-9	2	.	19	12	6	6	0.0	6
Cc1cccc(NS(=O)(=O)c2ccc(-c3cnc(C4CC4)o3)cc2)c1C	-40	38	4	-12	-1	100*	.	88*	-0.2	-36
COc1ccc(OC)c(C2C(C(=O)c3ccc(C)o3)=C(O)C(=O)N2CCN2CCOCC2)c1 (stereo not drawn)	3	-16	-5	3	11	-1	2	-4	-0.2	3
COCCNC(=O)/C(C#N)=c1\s/c(=C\c2ccccc2OC(F)F)c(=O)n1Cc1ccccc1	-30	-19	1	30	2	-10	-5	0	0.6	-28
CCn1c(SCC(N)=O)nnc1-c1ccco1	-3	-19	-1	8	3	7	0	1	-0.4	3
CC(=O)C[C@H]1c2cc(C(F)(F)F)ccc2S(=O)(=O)N1C1CCCCC1	-11	.	.	6	2	5	-1	.	-0.8	-1
CC(C(=O)NC1CC1)c1ncc(C(F)(F)F)cc1Cl (stereo not drawn)	-3	-22	6	10	-3	13	-2	8	-0.2	-1
O=C(NC(=S)Nc1ccc(Cl)cc1)c1ccccc1	33	-100	-2	16	10	-177	5	-1	3.8	19
O=C(CCN1CCN(C/C=C/c2ccccc2)CC1)Nc1ccc(Cl)cc1	45	-39	3	10	6	18	0	2	-0.1	21
CC(OC(=O)c1cccn1C)C(=O)Nc1ccc2c(c1)OCO2 (stereo not drawn)	16	-2	1	-21	3	-17	-3	5	0.2	1
Further structures
SMILES	HSF-1 act	KLF5 inhibitor	HSP90 refold inh	AI-2 QS mod	Platelet DG rel	aSyn UTR inh	HDAC3 inh	IEC-6 tox	HIF activator	HSF1 inhib
COc1cccc(CNC(=O)CCNS(=O)(=O)c2ccc3[nH]c(=O)oc3c2)c1	-17	-1	3	1	1	-20	.	5	-0.2	-2
O=C(NNC(=S)Nc1ccc(OC(F)F)cc1)c1cc2c(s1)CCCC2	10	-43	-1	11	0	-32	-4	2	0.3	-4
COc1ccc(CCN(C)C(=O)CCNC(=O)c2ccc(Br)cc2)cc1OC	0	-5	3	-9	-10	21	1	-2	-0.6	0
Cc1cccc(NC(=O)NCC(c2ccc(F)cc2)N2CCN(C)CC2)c1 (stereo not drawn)	9	-27	-4	10	4	-18	3	-4	0.2	3
CC(=O)N(CCCN1CCOCC1)Cc1ccncc1	-11	-20	-4	8	3	9	7	0	-0.3	-8
O=C1c2cc(Cl)ccc2OC2(CCNCC2)C12CC(c1ccc(Cl)cc1)=NO2 (stereo not drawn)	-12	.	.	20	2	-7	2	.	0.1	-5
COc1cccc(C(=O)NNC(=O)C(=O)Nc2ccc(OC)cc2OC)c1	4	-15	0	1	0	18	0	9	-0.3	-3
O=C(N/N=C/c1cccc(Oc2ccccc2)c1)c1cccc(O)c1	9	-82	-6	3	7	-12	5	6	0.8	1
